Screening results (PubChem BioAssay)
MT1-MMP txn act – MT1-MMP promoter transcription activation | HT1080 MT1-MMP promoter luciferase reporter, luminescence, overnight; stronger effect = higher value | activation factor at 10 µM | hit rate 0.16% among 86,000;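 active = activation factor of at least 2 for MT1-MMP transcription at 10 µM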
sEH inh – blocks human soluble epoxide hydrolase activity | P34913 | recombinant human sEH enzymatic activity assay | inhibition, % at 2 µM | hit rate 0.34% among 91,000 | AID 707; in the data active = inhibition above about 80%; also: values of inactives mirror those of a sister screen read the other way; many of its hits are not listed in these tables
Target sequence (P34913 whole entry, looked up): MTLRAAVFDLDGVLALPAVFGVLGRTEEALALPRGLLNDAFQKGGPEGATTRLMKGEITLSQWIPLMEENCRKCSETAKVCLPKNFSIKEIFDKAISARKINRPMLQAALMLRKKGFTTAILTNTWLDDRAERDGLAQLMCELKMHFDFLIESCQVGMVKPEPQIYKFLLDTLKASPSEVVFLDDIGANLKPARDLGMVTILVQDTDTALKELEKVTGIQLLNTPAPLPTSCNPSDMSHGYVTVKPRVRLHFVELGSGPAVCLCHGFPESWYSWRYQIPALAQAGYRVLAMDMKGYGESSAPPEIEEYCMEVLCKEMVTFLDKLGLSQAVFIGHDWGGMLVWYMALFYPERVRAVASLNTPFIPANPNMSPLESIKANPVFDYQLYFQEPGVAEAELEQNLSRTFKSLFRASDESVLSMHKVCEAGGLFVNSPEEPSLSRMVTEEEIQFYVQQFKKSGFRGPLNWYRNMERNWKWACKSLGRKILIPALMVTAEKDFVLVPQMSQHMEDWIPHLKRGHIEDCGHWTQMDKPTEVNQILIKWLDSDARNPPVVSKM
CD11b adhes enh – increases human CD11b/CD18 adhesion to fibrinogen. P05107+P11215. K562 CD11b/CD18 adhesion to fibrinogen, ATPlite luminescence. activation, % at 10 µM. hit rate 0.07% among 93,000. AID 1499;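 active = 10 µM primary screen giving 50% or more activity, confirmed by 40% or more on retest at that dose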; also: strong numbers were not always called active; reference of the scale not given here
sEH activator – activators of human soluble epoxide hydrolase; P34913; purified human sEH enzymatic activity, activator screen; activation, % at 2 µM; hit rate 0.04% among 91,000; AID 717; in the data active = activation above about 37%; also: values of inactives mirror those of a sister screen read the other way
CD11b adhes inh – blocks human CD11b/CD18 adhesion to fibrinogen; inhibition, % at 10 µM; AID 1497; hit rate 0.54% among 93,000; P05107+P11215; K562 CD11b/CD18 adhesion to fibrinogen, ATPlite luminescence; Mn2+ added to activate the integrin;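 active = primary inhibition of 50% or more at 10 µM, then 40% or more on retest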; also: some results filed as inactive read as strong as hits
Smad3 inh – blocks human Smad3 binding to FoxH1 peptide. P84022. TR-FRET Smad3/Dy647-FoxH1 peptide binding, europium anti-His. inhibition, % at 25 µM. AID 630. hit rate 0.29% among 88,000;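 active = compounds that reduce the energy-transfer binding signal between the protein and its labelled peptide by more than half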;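 also: 0% = Smad3 plus labelled peptide maximal FRET and 100% = peptide-only background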
Target sequence (P84022 whole entry, looked up): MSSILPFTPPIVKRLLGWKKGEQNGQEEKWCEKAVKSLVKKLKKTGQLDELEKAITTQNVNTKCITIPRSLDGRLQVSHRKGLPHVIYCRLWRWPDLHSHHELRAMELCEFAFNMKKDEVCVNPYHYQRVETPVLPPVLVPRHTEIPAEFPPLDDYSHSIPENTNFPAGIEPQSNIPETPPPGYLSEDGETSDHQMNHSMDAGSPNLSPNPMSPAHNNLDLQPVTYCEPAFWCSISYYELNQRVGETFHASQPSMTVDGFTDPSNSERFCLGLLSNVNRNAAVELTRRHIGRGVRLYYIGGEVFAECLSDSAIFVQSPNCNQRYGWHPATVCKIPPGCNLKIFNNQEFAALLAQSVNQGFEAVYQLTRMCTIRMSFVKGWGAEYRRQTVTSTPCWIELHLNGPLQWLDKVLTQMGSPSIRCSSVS
The depositor's hits bear a star; . = not tested or not shown. Some of the compounds tested; count on the stated rates, not on these rows.

SMILES,MT1-MMP txn act,sEH inh,CD11b adhes enh,sEH activator,CD11b adhes inh,Smad3 inh
C[C@@H]1O[C@H](O[C@H]2C[C@@H](O)[C@]3(CO)[C@@H]4[C@@H](O)C[C@]5(C)[C@@H](C6=CC(=O)OC6)CC[C@@]5(O)[C@H]4CC[C@@]3(O)C2)[C@@H](O)[C@H](O)[C@H]1O,.,.,.,.,.,1
COc1cc2ccccc2c2cc([N+](=O)[O-])oc12,.,.,.,.,.,-16
C=C(C)c1ccccc1 (tested in a mixture with another compound),.,.,.,.,.,1
c1ccc(CCN2CCOCC2)nc1,.,.,.,.,.,8
N[C@@H](Cc1ccccc1)P(=O)(O)O,.,.,.,.,.,-2
[N-]=[N+]=CC(=O)CC[C@H](N)C(=O)O,.,.,.,.,.,9
CSc1ccc2c(c1)c(CCN)c(C)n2Cc1ccccc1Cl,.,.,.,.,.,1
CN[C@H](Cc1ccccc1)c1cccc(OC)c1O,.,.,.,.,.,4
NC(CCl)=N[C@H]1CN2CCC1CC2,.,.,.,.,.,-15
O=C(O)CN1CCN(CC(=O)O)CC(=O)[O][Hg][O]C(=O)C1,.,.,.,.,.,0
NC[C@@H](Cc1ccccc1)P(=O)(O)O,.,.,.,.,.,-10
c1ccc(C[N+]23CN4CN(CN(C4)C2)C3)cc1,.,.,.,.,.,-14

More entries:
SMILES,MT1-MMP txn act,sEH inh,CD11b adhes enh,sEH activator,CD11b adhes inh,Smad3 inh
CC(C)(C)c1cc(O)ccc1O,.,.,.,.,.,0
CCN(CC)CCn1ncc2c(N)ncnc21,.,.,.,.,.,-15
NCCc1ccc(S(=O)(=O)O)cc1[N+](=O)[O-],.,.,.,.,.,4
CC(=O)O/C(=C1\C[C@@H]2[C@H]3CC=C4C[C@@H](OC(C)=O)CC[C@]4(C)[C@@H]3CC[C@@]2(C)C1=O)C(F)(F)F,.,.,.,.,.,9
NCCCN1CCN(c2ccccc2)CC1,.,.,.,.,.,4
C[C@H](c1ccccc1)N1CCN([C@@H](C)c2ccccc2)CC1,.,.,.,.,.,14
CCC1(CCSC(=N)N)C(=O)NC(=O)NC1=O,.,.,.,.,.,-1
O=C(O)C[C@H]1OCC=C2CN3CC[C@]45C6=CC(=O)C(=O)C([N+](=O)[O-])=C6N[C@H]4[C@H]1[C@H]2C[C@H]35,.,.,.,.,.,58*
c1cc2c(c(NC3=NCCN3)c1)CCCC2,.,.,.,.,.,-3
CS(=N)(=O)CC[C@H](N)P(=O)(O)O (some centres undefined),.,.,.,.,.,-1
CCOC(=O)c1ccc2[nH]c(-c3ccc(S(=O)(=O)F)cc3)cc(=O)c2c1,.,.,.,.,.,-4
CC(C)c1nccn1Cc1ccc(Cl)cc1Cl,.,.,.,.,.,13

More results:
SMILES,MT1-MMP txn act,sEH inh,CD11b adhes enh,sEH activator,CD11b adhes inh,Smad3 inh
NS(=O)(=O)c1ccc(-c2ccc([As](=O)(O)O)cc2)cc1,.,.,.,.,.,1
CC1(C)CCC(C)(C)c2c1ccc(O)c2Cc1c(O)ccc2c1C(C)(C)CCC2(C)C,.,.,.,.,.,50
NNc1nncn1N,.,.,.,.,.,2
COC(=O)[C@@H]1C(=O)[C@H](C(=O)OC)[C@@H]2CC[C@H]1N2C,.,.,.,.,.,-3
S=P(C1CCCCC1)(C1CCCCC1)[C@H](c1cccnc1)N1CCCC1,.,.,.,.,.,-2
O=[N+]([O-])c1cc(-c2ccc([As](=O)(O)O)cc2)ccc1[As](=O)(O)O,.,.,.,.,.,25
COc1cc2c(cc1OC)[C@@]13CCN4C=C5CCO[C@H]6CC(=O)N2[C@H]1[C@H]6[C@H]5C[C@H]43,.,.,.,.,.,9
O=C(Nc1cc[c]([Sb](=[O])([OH])[OH])cc1)c1ccccc1,.,.,.,.,.,-4
COC(=O)[C@@]1(Cc2ccccc2)[C@H]2c3cc(C(=O)N(C)C)n(C)c3C[C@H]2CN1C(=O)c1ccccc1,1.1,.,.,.,.,.
O=C(O)[C@@H]1C[C@H]1[C@@H](NP(=O)(c1ccccc1)c1ccccc1)c1ccccc1,1,.,.,.,.,.
CCCN1[C@@H]2C[C@@H](O)CC[C@@H]2C[C@H]1C(=O)OC,1.2,.,.,.,.,.
CCCC(=O)Nc1ccc(N2CCN(CC)CC2)c(Cl)c1,1.1,.,.,.,.,.

Further entries.
SMILES,MT1-MMP txn act,sEH inh,CD11b adhes enh,sEH activator,CD11b adhes inh,Smad3 inh
C[C@@]1([C@@H](NP(=O)(c2ccccc2)c2ccccc2)c2ccccc2)C[C@H]1CCO,1.2,.,.,.,.,.
CCCc1cc2c(n1Cc1cccc(Cl)c1)C(C)C1CN(C(=O)c3ccccc3)C(C)(C(=O)OC)C21 (centres undefined),1,.,.,.,.,.
CN1C(=O)C(=Cc2ccc(N3CCCCC3)o2)C(=O)N(C)C1=S,.,-3,.,6,.,.
O=c1[nH]c(=S)n(CCC2=CCCCC2)c(O)c1C=NC1CCN(Cc2ccccc2)CC1,.,-7,.,5,.,.
CC(O)(CS(=O)(=O)c1ccccc1)C(=O)Nc1ccc(C(F)(F)F)cc1 (centres undefined),.,-13,.,15,.,.
CCOC(=O)c1c(-n2c(C)cc(/C=C3\C(=O)NC(=O)N(C)C3=O)c2C)sc2c1CCCC2,.,4,.,-3,.,.
Cc1ccc(/C=C2/C(=O)NC(=O)N(CCc3ccc(F)cc3)C2=O)o1,.,-4,.,8,.,.
CC1(C)CC(=O)C2=C(C1)NC(=O)C21C(C(=O)OC(C)(C)C)=C(N)Oc2ccc(Br)cc21 (centres undefined),.,3,.,-1,.,.
O=C(Nc1ccc(F)cc1F)c1cccnc1Oc1cccc(C(F)(F)F)c1,.,1,.,5,.,.
CC(O)(CS(=O)(=O)c1cccc(C(F)(F)F)c1)C(=O)Nc1cccc(C(F)(F)F)c1 (centres undefined),.,-4,.,6,.,.
CCCCCc1nc2ccccc2c(=O)n1-c1ccc(Cl)cc1[N+](=O)[O-],.,9,.,-5,.,.
Cc1sc2ncn(CC(=O)NCCCC(=O)N3CCC4(CC3)OCCO4)c(=O)c2c1C,.,-7,.,4,.,.

(listing goes on)
SMILES,MT1-MMP txn act,sEH inh,CD11b adhes enh,sEH activator,CD11b adhes inh,Smad3 inh
CNC(C)Cc1ccccc1Sc1ccc(O)cc1 (centres undefined),.,4,.,-4,.,.
CN1C(=O)C(=Cc2ccc(N3CCCCCC3)o2)C(=O)N(C)C1=S,.,7,.,-4,.,.
Nc1ccccc1C(=O)OCC(=O)Nc1ccc(Br)cc1F,.,10,.,-9,.,.
CC[n+]1c(/C=C/N(C)c2ccccc2)sc2ccc(Cl)cc21,.,-6,.,4,.,.
CCN(CC)c1ccc(/C=C2/C(=O)NC(=O)N(CC3CCCO3)C2=O)cc1 (centres undefined),.,-7,.,8,.,.
Cc1[nH]n(-c2ccccc2)c(=O)c1C(c1ccc([N+](=O)[O-])cc1)c1c(C)[nH]n(-c2ccccc2)c1=O,.,.,-8,.,.,.
CCCCC(=O)N/N=C/c1c(O)n(CC)c(=S)n(CC)c1=O,.,.,1,.,.,.
Cc1nc2c(-c3ccccc3)c(C)nn2c(C)c1CCC(=O)N1CCC2(CC1)OCCO2,1.1,-7,.,10,.,.
O=C(C1CCN(c2nc3ccc(Br)cc3s2)CC1)N1CCC2(CC1)OCCO2,1.5,0,.,-2,.,.
CP(C)(=O)CCC(=O)O,1,3,.,-1,.,.
COc1cccc(-n2c(O)c(C=NCCN3CCOCC3)c(=O)[nH]c2=O)c1,1.1,-3,.,2,.,.
Cn1ncnc2c(=O)n(C)c(=O)nc1-2,.,.,-6,.,71*,.

2 records picked at random from the list so far:
SMILES,MT1-MMP txn act,sEH inh,CD11b adhes enh,sEH activator,CD11b adhes inh,Smad3 inh
O=C(C1CCN(c2nc3ccc(Br)cc3s2)CC1)N1CCC2(CC1)OCCO2,1.5,0,.,-2,.,.
Cn1ncnc2c(=O)n(C)c(=O)nc1-2,.,.,-6,.,71*,.

Next part:
SMILES,MT1-MMP txn act,sEH inh,CD11b adhes enh,sEH activator,CD11b adhes inh,Smad3 inh
CC(=O)N1CCN(c2ccc([N+](=O)[O-])cc2C=C2C(=O)NC(=O)NC2=O)CC1,.,.,3,.,-1,.
Cc1ccc(C(=O)NC(O)C(Cl)(Cl)Cl)cc1 (centres undefined),.,.,1,.,1,.
Cc1c(N=Nc2c(O)[nH]c(=S)[nH]c2=O)c(=O)n(-c2ccccc2)n1C,.,.,6,.,-2,.
C/C(=N\N1CCCCC1)c1c(O)[nH]c(=O)[nH]c1=O,.,.,2,.,7,.
CC(=O)Nc1ccccc1C(=O)OCC(=O)c1ccc2c(c1)OCCO2,.,.,1,.,-8,.
O=C1/C(=C/c2cccc([N+](=O)[O-])c2)N2CCC1CC2,.,.,-3,.,11,.
COc1ccc(/C=C2/C(=O)NC(=S)N(C3CC3)C2=O)cc1CN1C(=O)c2ccccc2C1=O,.,.,-2,.,8,.
CCC(C)N1C(=O)/C(=C/c2ccc3c(c2)CCN3CCCCl)C(=O)NC1=S (centres undefined),.,.,63,.,8,.
Cc1cccc(NC(=S)N2CC3CC(C2)c2cccc(=O)n2C3)c1C (centres undefined),.,.,0,.,1,.
CCN(CCNc1ccc([N+](=O)[O-])c2cccnc12)S(=O)(=O)c1ccccc1,.,.,43,.,-11,.
Cc1ccc(N2C(=O)NC(=O)C(CCc3ccncc3)(Cc3cccc(Cl)c3Cl)C2=O)cc1 (centres undefined),.,.,2,.,11,.
Cc1cc(C)c(-n2c(O)c(/C=N/N3CCCCC3c3cccnc3)c(=O)[nH]c2=O)c(C)c1 (centres undefined),.,.,-1,.,10,.

More entries
SMILES,MT1-MMP txn act,sEH inh,CD11b adhes enh,sEH activator,CD11b adhes inh,Smad3 inh
CC1CC(C)CN(CC(=O)c2ccc(OC(F)F)cc2)C1 (centres undefined),.,.,-3,.,0,.
CCC(C)c1ccc(N2C(=O)NC(=O)/C(=C/c3cccn3CCOc3ccc(C)cc3)C2=O)cc1 (centres undefined),.,.,29,.,-10,.
O=C1NC(=O)N(c2cccc(Cl)c2)C(=O)/C1=C\c1ccc(Sc2nc3ccccc3[nH]2)o1,.,.,3,.,6,.
CCc1ccc(-n2c(O)c(/C=N/N3CCCCC3c3cccnc3)c(=O)[nH]c2=O)cc1 (centres undefined),.,.,7,.,8,.
Cc1ccc(NC(=O)c2cn(CCC#N)nc2-c2ccc3c(c2)OCCO3)c([N+](=O)[O-])c1,.,.,1,.,-12,.
CC/C(=N\Nc1ccccc1)c1c(O)n(C)c(=O)n(C)c1=O,.,.,7,.,27,.
O=C1NC(=O)N(CCC2=CCCCC2)C(=O)/C1=C/c1ccc(O)cc1,.,.,2,.,11,.
O=C(COC(=O)Cc1ccccc1)Nc1ccc(SC(F)F)cc1,.,.,-1,.,5,.
Cc1ccccc1-n1c(C)cc(/C=C2/C(=O)NC(=O)N(Cc3ccco3)C2=O)c1C,.,.,-1,.,14,.
O=C1NC(=O)N(Cc2ccco2)C(=O)/C1=C\c1cccn1CCOc1ccc(Cl)cc1,.,.,34,.,0,.
Cc1ccc2c(c1)=C/C(=C\c1c(O)[nH]c(=S)[nH]c1=O)C(=O)N=2,.,.,1,.,-4,.
CCCCn1c(O)c(/C=C/C=Nc2ccccc2)c(=O)[nH]c1=O,.,.,76,.,6,.

Carrying on.
SMILES,MT1-MMP txn act,sEH inh,CD11b adhes enh,sEH activator,CD11b adhes inh,Smad3 inh
COc1ccc(CCNC(=O)COC(=O)Cc2ccccc2)cc1,.,.,2,.,0,.
Cc1ccc(-c2nc3ccccc3c(=O)n2-c2ccccn2)cc1,.,.,-6,.,11,.
CN(C)C(Cc1ccc(C#N)cc1)C(=O)c1ccccc1 (centres undefined),.,.,-3,.,4,.
O=c1c2ccccc2nc(/C=C/c2ccc3c(c2)OCO3)n1-c1ccccc1,.,.,-3,.,34,.
CC12CCC3C(CC=C4CC(O)CCC43C)C1C/C(=C\c1cccc(F)c1)C2=O (centres undefined),.,.,-2,.,8,.
O=C(CN1CCCCC1)c1ccc(OC(F)F)cc1,.,.,-4,.,-5,.
CC(C)N(CC#CCC1(O)c2ccccc2-c2ccccc21)C(C)C,.,.,4,.,3,.
Cc1ccc(-n2c(O)c(/C=N/N3CCOCC3)c(=O)[nH]c2=S)cc1,.,.,4,.,5,.
CC(C)Oc1cccc(NC(=O)c2cccn(Cc3ccc4c(c3)OC(F)(F)O4)c2=O)c1,.,.,6,.,12,.
O=C(COc1ccccc1)Nc1ccc(Cl)cc1C(=O)c1ccccc1,.,.,2,.,-4,.
C[N+]1=C(/C=C/Nc2ccccc2)C(C)(C)c2ccccc21,.,.,1,.,28,.
Cn1c(O)c(/C=C/C=Nc2ccccc2)c(=O)n(C)c1=O,.,.,7,.,1,.
Cc1c2cnn(CC(=O)N3CCC4(CC3)OCCO4)c(=O)c2c(C)n1Cc1ccccc1,1,.,0,.,-28,.
CCOC(=O)C1=C(N)OC2=C(C(=O)CC(C)(C)C2)C12C(=O)Nc1ccccc12 (centres undefined),1.1,.,-2,.,-1,.
CN1C2CCC1CC(OC(=O)CCN1CCCC1)C2 (centres undefined),1.1,.,-6,.,-6,.
